Screening data (PubChem)
HIV fusion peptide: inhibitors of HIV fusion peptide binding, primary screen, biochemical, uHTS, fluorescence dequenching (AID 1986) | cell-free peptide binding, fluorescence dequenching, 30 min; higher % means a stronger effect | one-dose inhibition, % at 20 µM; IC50 in µM for titrated hits | 290,000 compounds, 0.3% hits; in the data active = inhibition mostly above about 52%, no sharp cut-off; inactive = mostly below about 76%; note: some results filed as inactive read as strong as hits
KOR beta-arrestin-1: kappa opioid receptor blockers – cell-based, luminescence, uHTS (AID 1778); KOR beta-arrestin recruitment, luminescence, antagonist mode; higher % means a stronger effect; one-dose inhibition, % at 10 µM; IC50 in µM for titrated hits; 290,000 compounds, 0.091% hits; note: strong numbers were not always called active
West Nile virus CPE: West Nile virus antiviral activity, cell-based, CPE readout (AID 1621); West Nile virus-infected cells, CPE inhibition; higher % means a stronger effect; one-dose CPE inhibition, % at 10 µM; IC50 in µM for titrated hits; 290,000 compounds, 0.02% hits; in the data active = a potency from the dose series; inconclusive = CPE inhibition mostly from about 3.7% at the one dose, without a potency; inactive = the rest, 99 in 100 with CPE inhibition below about 2.2%; note: strong numbers were not always called active
Yfh1-depleted yeast: enhancers of respiration in Yfh1-depleted yeast, dose response, Friedreich's ataxia, plus single-dose screen (AID 1465). S. cerevisiae Yfh1-off respiration, WST-1 reduction, 72 h; higher fold induction means a stronger effect. one-dose fold induction at 50 µM; EC50 in µM for titrated hits. 220,000 compounds, 0.074% hits;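 active = fold induction of absorbance versus untreated yeast above a set limit, then at least 30% activation at any dose in follow-up; inconclusive = repeats straddling the limit, or above it without dose testing; inactive = fold induction below the set limit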;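 note: activators that raise dye reduction in frataxin-depleted yeast; strong numbers were not always called active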
NOD1 NF-kB reporter: NOD1 signaling inhibitors, primary screen, cell-based, luminescence, uHTS (AID 1578). NOD1-driven NF-kB luciferase reporter cells, luminescence; higher % means a stronger effect. one-dose inhibition, % at 4 µM; EC50 in µM for titrated hits. 290,000 compounds, 1% hits; in the data active = inhibition mostly above about 36%, no sharp cut-off; inactive = mostly below about 34%;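 note: HEK-293T reporter cells stimulated with the NOD1 agonist gamma-tri-DAP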
KOR beta-arrestin-2: kappa opioid receptor activators – cell-based, luminescence, uHTS, primary screen (AID 1777); KOR beta-arrestin recruitment, luminescence; higher % means a stronger effect; activation, % at 10 µM, or EC50 in µM where a hit was titrated; 280,000 compounds, 0.02% hits; in the data active = activation above about 50%, passing the limit was not always enough; note: a part of the inactive calls stands beside numbers as strong as those of hits
AID2073: disruptors of CaV2.2 binding to Mint1 – biochemical, HTRF (AID 2073). HTRF protein-protein interaction, Mint1-CaV2.2; higher % means a stronger effect. one-dose inhibition, % at 20 µM; IC50 in µM for titrated hits. 290,000 compounds, 0.19% hits; in the data active = inhibition mostly above about 51%, no sharp cut-off; inconclusive = no clear call, values can overlap the other calls; inactive = mostly below about 53%; note: some results filed as inactive read as strong as hits
NOD2 inhibition: NOD2 signaling inhibitors, cell-based, luminescence, uHTS, HEK293 (AID 1566); HEK293 NOD2/NF-kB luciferase reporter, luminescence; higher % means a stronger effect; inhibition, % at 4 µM; hits with a dose series show EC50 in µM; 290,000 compounds, 0.63% hits; note: many of its hits are not listed in these tables
Dengue-2 NS5 capping: Dengue-2 NS5 methyltransferase inhibitors, primary screen, biochemical, confirmation dose response (AID 588689); Dengue-2 NS5 methyltransferase capping enzyme assay, biochemical; higher % means a stronger effect; inhibition, % at 25 µM; hits with a dose series show IC50 in µM; 340,000 compounds, 0.3% hits; in the data active = a potency from the dose series; inconclusive = inhibition above about 29% without an active follow-up result
Active calls of the source: *; i = inactive; ? = inconclusive; · = not tested or not shown; [ ] = dose if it differs, or a comment. Cut-off read from the data, not from the text of the source, unless noted: active = inhibition above about 50%; inactive = the rest.

SMILES | HIV fusion peptide | KOR beta-arrestin-1 | West Nile virus CPE | Yfh1-depleted yeast | NOD1 NF-kB reporter | KOR beta-arrestin-2 | AID2073 | NOD2 inhibition | Dengue-2 NS5 capping
O=C(CCS(=O)(=O)c1cccc2nsnc12)NCc1ccccc1Cl | 3.3% | -5% | 0.4% | i | -109% | -1.6% | 16% | -15% | -4%
Cc1ccc(CN2CCN(Cc3nc(C(C)C)cs3)CC2CCO)cc1 (configuration not stated) | -0.8% | -5% | -0.8% | i | 31% | -0.2% | 2% | 12% | -1%
Nc1nc(-c2ccc3c(c2)CCO3)cs1 | -0.6% | 2% | -0.1% | i | -53% | -1.5% | 38% | -34% | 1%
O=C(O)C1=NN(c2ccccc2)C(=O)CC1 | 3.3% | -8% | 0.2% | · | 3% | 5.5% | 5% | 7% | ·
COc1ccc(C(=O)NCc2nnc(SCC(=O)N3CCC(C)CC3)o2)cc1OC | 3.2% | -16% | 0.3% | i | 2% | 1.8% | -1% | -5% | 0%
CCN(CC)C(=O)c1ccc(CS(=O)(=O)c2ccc(OC)cc2)o1 | -0.2% | 15% | -1.0% | i | -12% | 4.5% | 11% | 3% | -3%
CCOc1ccc(S(=O)(=O)Nc2ccc(S(=O)(=O)N3CCCC3)cc2)cc1 | 1.5% | -27% | -0.4% | i | -2% | 1.4% | -2% | 5% | -5%
CC(C)CCC(CCNCc1ccccn1)c1ccc(Cl)cc1 (configuration not stated) | -0.5% | -17% | -1.6% | · | -11% | 3.9% | -1% | -21% | -5%
CC(C)C(=O)Nc1cccc2nsnc12 | 2.9% | 13% | 0.5% | i | 29% | 0.6% | 17% | 10% | 11%
CC(O)C(=O)N/N=C/c1cccc(Cl)c1Cl (configuration not stated) | 0.7% | 19% | 0.1% | i | 3% | -3.7% | 9% | 6% | -6%
O=C(Nc1ccccc1)C1=C[C@H](c2coc3ccccc3c2=O)C[C@H](OCc2ccc(CO)cc2)O1 | -0.6% | -26% | 0.1% | i | -15% | 0.9% | 7% | 16% | -5%
CC(C)CN1CCC(=O)N([C@H](CSc2ccccc2)Cc2ccccc2)CC1 | 0.0% | -15%[20 µM] | -1.6% | · | 12% | -2.5% | -14% | -22% | -1%
CCCCNC(=O)c1c(C)cc(=O)oc1C | 0.4% | -5% | 1.0% | i | · | -0.8% | 2% | 6% | -3%
Cc1ccc(N2C(=O)[C@@H]3C(C(=O)CCN4C(=O)c5ccccc5C4=O)=NN[C@@H]3C2=O)cc1 | 2.5% | -46% | -0.3% | i | 26% | -4.2% | 14% | -6% | -5%
Nc1ccc(C(CC(=O)O)n2cccc2)cc1 (configuration not stated) | 12% | 6% | 0.4% | i | -17% | -2.9% | -3% | 9% | -1%
Clc1ccc(OCc2nnc(SCc3nnc(-c4ccccc4)o3)o2)c(Cl)c1 | -4.1% | 30% | 0.7% | i | -6% | 2.9% | 43% | -15% | -4%
CC1CN(S(=O)(=O)c2cccc(C(=O)OCC(=O)Nc3ccc4c(c3)OCO4)c2)CC(C)O1 (configuration not stated) | 5.3% | 6% | -0.1% | i | 1% | -2.5% | 2% | -4% | -1%
N#CC[C@H](Cc1ccccc1)N1CC[C@@H](NC(=O)OCc2ccccc2)CCC1=O | 0.8% | -19%[20 µM] | -1.2% | · | -21% | -1.3% | 11% | 2% | 2%
O=C(CNc1cccc(C(F)(F)F)c1)N/N=C/c1cn(-c2ccccc2)nc1-c1ccccc1 | -1.2% | -6% | -0.4% | i | 0% | -1.3% | 0% | -5% | -3%
COc1ccccc1NS(=O)(=O)c1cc(C(=O)NCCN2CCOCC2)ccc1Cl | -1.5% | -11% | -0.9% | i | -5% | -1.2% | -3% | -9% | 4%

Entries of single compounds, quoted from the list. Order of screens: HIV fusion peptide	KOR beta-arrestin-1	West Nile virus CPE	Yfh1-depleted yeast	NOD1 NF-kB reporter	KOR beta-arrestin-2	AID2073	NOD2 inhibition	Dengue-2 NS5 capping
Entry for CC(O)C(=O)N/N=C/c1cccc(Cl)c1Cl (configuration not stated) = 0.7%	19%	0.1%	i	3%	-3.7%	9%	6%	-6%
Entry for O=C(O)C1=NN(c2ccccc2)C(=O)CC1 = 3.3%	-8%	0.2%	·	3%	5.5%	5%	7%	·
Entry for Nc1nc(-c2ccc3c(c2)CCO3)cs1 = -0.6%	2%	-0.1%	i	-53%	-1.5%	38%	-34%	1%
Entry for O=C(CNc1cccc(C(F)(F)F)c1)N/N=C/c1cn(-c2ccccc2)nc1-c1ccccc1 = -1.2%	-6%	-0.4%	i	0%	-1.3%	0%	-5%	-3%
Entry for CC(C)CN1CCC(=O)N([C@H](CSc2ccccc2)Cc2ccccc2)CC1 = 0.0%	-15%[20 µM]	-1.6%	·	12%	-2.5%	-14%	-22%	-1%

(list continues)
SMILES | HIV fusion peptide | KOR beta-arrestin-1 | West Nile virus CPE | Yfh1-depleted yeast | NOD1 NF-kB reporter | KOR beta-arrestin-2 | AID2073 | NOD2 inhibition | Dengue-2 NS5 capping
COc1cc(CO)ccc1OCc1nnnn1-c1ccc(C)cc1 | -1.3% | 9% | -0.2% | i | -32% | 2.1% | 1% | -11% | 3%
CCN1C(=O)NC(c2cc(Br)ccc2OC)C(C(=O)OC)=C1C (configuration not stated) | 0.2% | -23% | -0.3% | i | 0% | -0.5% | 8% | -4% | -3%
CC1(C)CC(=O)C(C=NCC2CCN(C(=S)Nc3ccccc3)CC2)=C(O)C1 | 1.0% | -5% | -0.3% | i | -8% | 5.8% | -39% | 7% | ·
COc1ccc(N2CCN(CCCNC(=O)C3(S(=O)(=O)c4ccc(Cl)cc4)CC3)CC2)cc1 | 0.7% | 25% | · | · | -39% | 1.3% | -11% | -12% | -2%
CCc1cc2c(C)ccc(C)c2nc1SCC(=O)Nc1c(C)[nH]c(=O)[nH]c1=O | 5.2% | -22% | 0.2% | i | 20% | 4.1% | 30% | 3% | 3%
COc1ccc(CN2CCN(C(C)C)C(CCO)C2)cc1Cn1cncn1 (configuration not stated) | 0.1% | -14% | -0.2% | i | -31% | 2.5% | 4% | -14% | -4%
S=C(Nc1ccc2c(c1)OCO2)NC1CCN(Cc2ccccc2)CC1 | -2.7% | 7% | -1.4% | i | -6% | 5.4% | -2% | -6% | -2%
CC1CCN(CCCNC(=O)C2CCC(=O)N2C2CCCC2)CC1 (configuration not stated) | 0.7% | -11% | -0.2% | i | 43% | 7.2% | 15% | -10% | -3%
O=C(O)c1cccc(Nc2ncnc3ccc(Br)cc23)c1 | 0.1% | 6% | 0.4% | i | -10% | 7.0% | 15% | -3% | -4%
COc1ccc(OCCc2nnc(N)s2)cc1 | 0.0% | -12% | -0.2% | i | -9% | 1.7% | ? | 11% | -3%
CCCn1c(CCc2ccccc2)nnc1SCC(=O)N1CCCC1 | 0.7% | 32% | 0.1% | i | -1% | 2.1% | -9% | -10% | 1%
CCOCCCNC(=O)CSc1nc2nc(C)c(Cc3ccccc3)c(C)n2n1 | 0.6% | 10% | -0.8% | i | -40% | -4.9% | 0% | -2% | -6%
O=C(Cc1ccc(Cl)cc1)Nc1ccc2oc(=O)ccc2c1 | 1.0% | 19% | 0.8% | i | -8% | -4.3% | 4% | -11% | -9%
CCCCCCNC(=O)C(C#N)c1nc2ccccc2nc1N1CCOCC1 (configuration not stated) | 3.0% | 0% | 0.3% | i | -9% | -3.0% | -2% | -4% | -3%
COc1cc2c(cc1OC)-c1cc(Nc3ccc(N(C)C)cc3)nc(=O)n1CC2 | -4.5% | 18% | -0.2% | i | 1% | -0.2% | -7% | 16% | -3%
CSc1nsc(SCC(=O)Nc2ccc(O)c(C(=O)O)c2)n1 | 16% | -44% | 0.2% | · | -36% | 9.1% | 23% | -6% | -2%
CCOc1nc(-c2ccc(OC)cc2)ccc1-c1noc(C)n1 | -4.7% | -34% | 0.4% | i | 24% | -1.4% | 12% | 12% | -5%
O=C(NC1(c2ccccc2)CC1)C1CCC(=O)N(Cc2ccc(Cl)cc2)C1 (configuration not stated) | 1.5% | 13% | -0.4% | · | -19% | -2.3% | 4% | 5% | -8%
COc1cc(=O)[nH]c(SC(C)C(=O)Nc2cccc3ccccc23)n1 (configuration not stated) | 2.3% | -18% | -0.5% | · | -42% | -1.1% | 7% | 8% | -2%
CC(=O)C1=C(O)C(=O)N(Cc2ccccc2)C1c1ccc([N+](=O)[O-])cc1 (configuration not stated) | -0.7% | -3% | 0.1% | · | -11% | -1.9% | 3% | -10% | 4%
O=C(CN1CCN(C(=O)C2COc3ccccc3O2)CC1)Nc1ccccc1 (configuration not stated) | -0.1% | 8% | 0.1% | i | -10% | -1.5% | 4% | 8% | -12%
O=C(Nc1cc(S(=O)(=O)N2CCCCCC2)ccc1OCC(F)(F)F)C1CCC1 | -0.6% | 0% | -1.1% | · | 2% | 0.8% | 6% | 12% | -5%
N#CCOC(=O)/C=C/c1ccc2c(c1)OCO2 | -0.8% | 30% | 0.2% | i | -7% | -0.5% | -6% | 8% | -6%
CCCCCOCC1CC(C/C(C)=N/Nc2nc(-c3ccccc3)cs2)C(=O)O1 (configuration not stated) | 3.0% | -3% | 0.0% | i | -1% | 0.6% | -9% | 2% | 9%
COCCN(C(=O)c1ccccc1)c1nnc(-c2cccnc2)s1 | 2.5% | -6% | -0.1% | i | 2% | -4.4% | -7% | -8% | -4%
O=C(CSc1nnc(Cn2cnc3ccccc32)o1)c1ccccc1 | -1.1% | 17% | 0.3% | i | -11% | -0.3% | -8% | 13% | -6%
CC1=C(CCN2CCN(C(C)C)C(CCO)C2)C(C)(C)CCC1 (configuration not stated) | -1.0% | -24% | -0.4% | i | -30% | -1.9% | 26% | -12% | -7%
N#CCCN(C(=O)COC(=O)c1cccc(S(=O)(=O)Nc2ccc([N+](=O)[O-])cc2)c1)c1ccccc1 | 38% | -1% | 1.2% | i | -28% | 8.9% | 21% | 8% | -2%
COc1cc(C(=O)N2CCN(C/C=C/c3ccccc3)CC2)cc(OC)c1OC | 1.6% | 29% | -0.7% | i | -22% | -5.5% | 0% | 13% | -2%
Cc1ccc(NS(=O)(=O)c2c(C(=O)N3CCCCCC3)c(C)n(C)c2C)c(C)c1 | -0.9% | -3% | -0.1% | · | 19% | 1.2% | 9% | 3% | -2%
CSc1nc(-c2ccco2)nn1C(=O)c1ccccc1 | -2.0% | 28% | -0.1% | i | 3% | 1.0% | -3% | 9% | -18%
CCCn1c2ccccc2c2cnn(CC(=O)NC3CCCCC3C)c(=O)c21 (configuration not stated) | 0.9% | 1% | -0.1% | · | -15% | -2.4% | 9% | 9% | -6%
CN(C)CCNC(=O)Nc1cccc(Cl)c1Cl | 2.3% | -13% | 0.3% | i | -11% | 11% | 9% | 3% | 2%
Cc1oc(C(C)(C)C)cc1C(=O)Nc1cccc(/C=C\C(=O)O)c1 | 20% | 35% | -0.3% | i | 7% | 6.5% | 5% | 16% | -2%
Cc1cc(C)c(NS(=O)(=O)c2ccc3c(c2)NC(=O)CC(=O)N3)c(C)c1 | -2.4% | -12% | 0.1% | i | -24% | 14% | 0% | 20% | 0%

An excerpt; count on the stated rates, not on these rows.
